# Screens: PubChem, several laboratories
# MEX-5 binding: MEX-5 zinc finger RNA-binding disruptors – biochemical, C. elegans, fluorescence polarization, MLPCN library, primary screen; activity score (negative = inhibition of binding), % at 10 µM; actives 0.38% (n = 300,000); AID 1832, 2009; MEX-5/FITC-TCR2 RNA binding; stronger effect = lower value; Zinc finger protein mex-5 (Caenorhabditis elegans), Q9XUB2;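 active = inhibition past about -25% in most replicates, and total fluorescence under double the plate's negative control median, limit read from the data; inconclusive = replicates evenly split on the limit, or fluorescence at least double controls; inactive = too little inhibition in most replicates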;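 also: 0% = DMSO and -100% = 5 µM competing unlabeled TCR2 RNA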
# MCL1-BIM inh: inhibitors of MCL1 binding to BIM-BH3, primary screen, biochemical, fluorescence polarization | Induced myeloid leukemia cell differentiation protein Mcl-1 (Homo sapiens), Q07820 | GST-MCL1 / FITC-Bim-BH3 fluorescence polarization | inhibition, % at 10.9 µM | actives 0.68% (n = 320,000);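 active = inhibition above the mean inhibition of all tested compounds plus 3 SD, set per campaign, cut at about 40% in these data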;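 also: 0% = DMSO wells and 100% = unlabeled Bim-BH3 peptide control; higher means more loss of mP so more displacement of Bim peptide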
# Target sequence (Q07820 whole entry, looked up): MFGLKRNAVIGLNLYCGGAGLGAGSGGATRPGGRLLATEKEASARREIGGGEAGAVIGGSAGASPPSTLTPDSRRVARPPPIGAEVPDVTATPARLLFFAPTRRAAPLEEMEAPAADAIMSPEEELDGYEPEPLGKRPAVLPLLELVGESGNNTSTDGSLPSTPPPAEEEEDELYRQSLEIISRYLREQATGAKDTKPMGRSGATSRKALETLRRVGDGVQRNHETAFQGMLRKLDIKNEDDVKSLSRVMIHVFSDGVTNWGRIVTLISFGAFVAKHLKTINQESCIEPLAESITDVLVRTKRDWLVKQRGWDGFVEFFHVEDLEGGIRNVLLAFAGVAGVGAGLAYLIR
# Fam108B inh: mouse Fam108B serine hydrolase inhibitors, primary screen, counter-screen for RBBP9 inhibitor project, biochemical, fluorescence polarization; recombinant Fam108B, FP-Rh probe fluorescence polarization; inhibition, % at 9.51 µM; actives 0.33% (n = 300,000);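 active = inhibition above the screen mean inhibition plus 3 SD, computed separately per campaign, cut at about 18% in these data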;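 also: inhibitors lower polarization as less probe binds the enzyme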
# PME-1 inh: PME-1 inhibitors via competitive probe labeling, primary screen, biochemical, fluorescence polarization, FP-Rh probe, HTS | actives 0.53% (n = 320,000) | recombinant PME-1 | Protein phosphatase methylesterase 1 (Homo sapiens), Q9Y570 | inhibition, % at 5.9 µM;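 active = inhibition above the campaign mean of all compounds plus 3 SD, cut at about 26% in these data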;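 also: competitive labeling of PME-1 active site by serine hydrolase directed probe; 0% = PME-1 with DMSO and 100% = wells lacking PME-1 enzyme; inhibitors block probe labeling so polarization falls and inhibition rises; many of its hits are not listed in these tables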
# Target sequence (Q9Y570 whole entry, looked up): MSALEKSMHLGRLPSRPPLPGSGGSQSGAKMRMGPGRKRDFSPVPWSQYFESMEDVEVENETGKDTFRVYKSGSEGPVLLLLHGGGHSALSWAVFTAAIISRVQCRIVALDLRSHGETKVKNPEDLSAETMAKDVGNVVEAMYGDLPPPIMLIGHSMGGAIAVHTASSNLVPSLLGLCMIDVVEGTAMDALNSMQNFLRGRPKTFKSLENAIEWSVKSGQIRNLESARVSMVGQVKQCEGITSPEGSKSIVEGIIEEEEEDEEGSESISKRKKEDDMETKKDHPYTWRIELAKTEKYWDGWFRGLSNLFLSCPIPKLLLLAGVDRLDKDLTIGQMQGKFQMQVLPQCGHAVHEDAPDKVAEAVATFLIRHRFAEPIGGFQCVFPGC
# BCLXL inh: inhibitors of human Bcl-xL, primary screen, biochemical, fluorescence polarization, HTS; Bcl-2-like protein 1 (Homo sapiens), Q07817; inhibition, % at 10.9 µM; actives 0.7% (n = 320,000); AID 2129, 2009; GST-Bcl-xL / FITC-Bim BH3 peptide fluorescence polarization;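 active = inhibition above the mean of all tested compounds plus 3 SD, cutoff set per campaign, cut at about 30% in these data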;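 also: 0% = DMSO wells and 100% = unlabeled Bim-BH3 peptide competitor; inhibitors lower millipolarization by displacing the labeled peptide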
# Target sequence (Q07817 whole entry, looked up): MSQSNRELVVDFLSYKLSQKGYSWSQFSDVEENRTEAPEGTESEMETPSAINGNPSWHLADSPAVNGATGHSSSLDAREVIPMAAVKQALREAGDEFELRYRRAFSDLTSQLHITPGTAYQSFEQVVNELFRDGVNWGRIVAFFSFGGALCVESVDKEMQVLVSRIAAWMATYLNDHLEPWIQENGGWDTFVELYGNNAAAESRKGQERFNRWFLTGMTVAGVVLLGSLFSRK
# PAD4 FP inh: human PAD4 inhibitors, primary screen, biochemical, fluorescence polarization, 1536-well format | AID 485272, 2010 | inhibition, % at 6.36 µM | actives 0.41% (n = 330,000) | recombinant PAD4, RCA probe fluorescence polarization;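 active = percent inhibition above a cutoff equal to the mean of all tested compounds plus 3 SD, cut at about 15% in these data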;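 also: 0% = PAD4 with RCA probe and DMSO and 100% = probe without PAD4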
# TPT1 inhibitor: Candida albicans TPT1 enzyme inhibitors, primary screen, biochemical, fluorescence polarization; tRNA 2'-phosphotransferase TPT1 (Candida albicans SC5314); recombinant caTPT1, FP RNA substrate dephosphorylation; inhibition, % at 5 µM; actives 0.81% (n = 300,000);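 active = inhibition above the mean of all tested compounds plus 3 SD, set per screening campaign, cut at about 24% in these data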;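 also: plate controls were DMSO alone for no effect and ferristatin control at 100 nM for full effect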
# GLD-1 TGE inh: GLD-1/TGE RNA complex disruptors, primary screen, biochemical, fluorescence polarization; Female germline-specific tumor suppressor gld-1 (Caenorhabditis elegans), Q17339; purified GLD-1 + fluorescein TGE RNA; inhibition, % at 5.96 µM; actives 0.44% (n = 320,000); AID 2280, 2010;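 active = percent inhibition above a per-plate cutoff, the plate mean of test compounds plus 3 SD, cut at about 30% in these data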;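 also: 0% = DMSO wells with GLD-1 and probe and 100% = wells lacking GLD-1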
# GSTO1 inh: inhibitors of recombinant GSTO1, primary screen, counter-screen for RBBP9 inhibitor project, biochemical, fluorescence polarization | Glutathione S-transferase omega-1 (Homo sapiens), P78417 | activity-based probe fluorescence polarization | inhibition, % at 5.96 µM | actives 1.1% (n = 300,000) | AID 1974, 2009;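 active = inhibition above the campaign mean inhibition plus 3 SD, cut at about 35% in these data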;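 also: 0% = GSTO1-1 with DMSO and 100% = wells lacking GSTO1-1 enzyme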
# The depositor's hits bear a star; ? = inconclusive; . = not tested or not shown; + = active, no number.
SMILES,MEX-5 binding,MCL1-BIM inh,Fam108B inh,PME-1 inh,BCLXL inh,PAD4 FP inh,TPT1 inhibitor,GLD-1 TGE inh,GSTO1 inh
Cc1cccc(C2c3[nH]c4ccccc4c3CCN2C(=O)Cc2n[nH]c(C)n2)n1 (stereo not drawn),3.5,2,0,1,4,-3,1,-2,-9
CSCC[C@H](NC(=O)OC(C)(C)C)c1nnc(SCC(=O)Nc2ccc(C)cc2C)o1,1.9,3,3,-1,4,2,2,4,-2
CC1SCC(=O)N(CC(=O)NCc2ccccc2)C1=O (stereo not drawn),-0.8,11,-1,0,6,1,-2,4,-3
Cc1ccc(SCC(=O)OCC(=O)NCc2cccs2)cc1,0.4,-14,0,-2,-12,0,-3,6,0
COc1ccc(NC(=O)c2ccc(CNc3c(NC4CCCCC4)c(=O)c3=O)cc2)c(OC)c1,1.0,-6,-2,-1,3,1,0,0,5
CSC1=NC2(C[C@H]2c2ccccc2)C(=O)N1C (stereo partly drawn),0.5,12,1,-6,6,9,-5,-1,27
COc1ccccc1NC(=O)CN(c1ccc([N+](=O)[O-])cc1)S(=O)(=O)c1ccccc1,-1.7,5,1,3,2,2,0,1,-2
COc1cccc(-c2nc(CSCC(=O)NCC3CCCO3)c(C)o2)c1 (stereo not drawn),1.3,5,0,-6,3,-2,0,8,12
COc1ccc(C(=O)n2nc(C)c(Br)c2C)cc1,1.0,1,0,8,1,-3,-4,6,14
COc1ccc(S(=O)(=O)N2CCC(C(=O)N3CCCCC3)CC2)cc1OC,-2.8,0,0,0,5,0,-4,1,6
O=C1c2cccc([N+](=O)[O-])c2C(=O)N1CCO,-2.1,-9,0,-1,2,-4,1,9,5
CCc1cccc(CC)c1NC(=O)COC(=O)c1cccc(-c2ccc(OC(C)=O)cc2)c1,-0.7,9,0,4,4,2,-2,3,7
CCCCCOC(=O)C1[C@H]2C(=O)N(c3ccccc3CC)C[C@]23C=C[C@H]1O3 (stereo partly drawn),-1.5,2,-2,-1,0,-1,0,2,7
O=C(Cc1ccccc1)Nc1ccccc1C(=O)O,-2.9,0,-4,3,-2,-9,-6,-4,1
CCOc1ccc(C(=O)CCC(=O)N2CCC(C(=O)OC)CC2)cc1,-1.7,-33,-1,-7,-18,2,11,-10,-1

# Exported with tabs: part of the list above.
Molecule	MEX-5 binding	MCL1-BIM inh	Fam108B inh	PME-1 inh	BCLXL inh	PAD4 FP inh	TPT1 inhibitor	GLD-1 TGE inh	GSTO1 inh
CCc1cccc(CC)c1NC(=O)COC(=O)c1cccc(-c2ccc(OC(C)=O)cc2)c1	-0.7	9	0	4	4	2	-2	3	7
CCCCCOC(=O)C1[C@H]2C(=O)N(c3ccccc3CC)C[C@]23C=C[C@H]1O3 (stereo partly drawn)	-1.5	2	-2	-1	0	-1	0	2	7
O=C(Cc1ccccc1)Nc1ccccc1C(=O)O	-2.9	0	-4	3	-2	-9	-6	-4	1
CCOc1ccc(C(=O)CCC(=O)N2CCC(C(=O)OC)CC2)cc1	-1.7	-33	-1	-7	-18	2	11	-10	-1

# (next part)
SMILES,MEX-5 binding,MCL1-BIM inh,Fam108B inh,PME-1 inh,BCLXL inh,PAD4 FP inh,TPT1 inhibitor,GLD-1 TGE inh,GSTO1 inh
COc1ccccc1NC(=O)Nc1nc(CC(=O)NCc2ccccn2)cs1,-3.8,10,2,-1,8,4,-2,6,8
O=C(CN1CCN(S(=O)(=O)c2ccccc2)CC1)NC1CC1,-2.7,8,1,5,2,-3,0,10,4
Fc1ccc(-[n+]2nc(Nc3ccccc3)sc2-c2ccc(OCc3ccccc3)cc2)cc1,4.8,-1,-2,-2,-6,2,-1,-1,8
N/C(=N\OC(=O)c1ccccc1Br)c1ccc([N+](=O)[O-])cc1,0.8,4,-7,0,8,-2,-1,5,-2
COc1ccc(-c2cc(C(=O)NC3=NCCS3)c3ccccc3n2)cc1OC,2.5,-8,-4,0,0,2,-3,-2,-4
Cc1cccc(OCCC(=O)Nc2c(C)n(C)n(-c3ccccc3)c2=O)c1,1.0,-6,-1,-3,6,-4,1,-3,8
Cc1ccsc1-c1nc(CSCC(=O)N2CCN(c3ccccc3)CC2)c(C)o1,1.2,9,-2,13,13,-2,1,4,3
O=C(NC1CCCCCCC1)c1ccc(CNc2c(N3CCOCC3)c(=O)c2=O)cc1,-2.6,4,-3,0,4,-2,-2,1,5
COc1ccc(NC(=O)c2ccco2)cc1NC(=O)c1cccc(OC(C)C)c1,-1.5,2,-1,4,-4,1,-2,-8,-4
Cc1ccc(-n2c(SCC(=O)Nc3ccc4c(c3)OCO4)nnc2-c2cccs2)cc1,-1.1,-15,2,-2,-14,-2,-2,8,7
CCC(C)(C)c1ccc(OCC(=O)Nc2ccncc2)cc1,-4.0,1,-7,-111,69*,-1,3,-10,-6
O=C(c1ccc(Cl)cc1)c1oc2ccccc2c1CS(=O)c1ccccc1 (stereo not drawn),0.6,6,-3,2,9,-2,-5,3,-9
CCCC(=O)Nc1ccccc1NC(=O)CN(C)S(=O)(=O)c1ccc(C)cc1,1.4,-2,-3,5,4,-8,-1,8,-6
CCOC(=O)C1CCCN(C(=O)c2ccc([N+](=O)[O-])cc2)C1 (stereo not drawn),3.0,2,3,1,3,9,0,5,1
O=C(CSc1nc2ccc(Cl)cc2[nH]1)c1cccs1,-5.0,-2,-4,-14,-3,4,-2,-1,-7

# Record cards, as listed above.
# O=C(NC1CCCCCCC1)c1ccc(CNc2c(N3CCOCC3)c(=O)c2=O)cc1 as listed: MEX-5 binding = -2.6; MCL1-BIM inh = 4; Fam108B inh = -3; PME-1 inh = 0; BCLXL inh = 4; PAD4 FP inh = -2; TPT1 inhibitor = -2; GLD-1 TGE inh = 1; GSTO1 inh = 5
# O=C(CSc1nc2ccc(Cl)cc2[nH]1)c1cccs1 as listed: MEX-5 binding = -5.0; MCL1-BIM inh = -2; Fam108B inh = -4; PME-1 inh = -14; BCLXL inh = -3; PAD4 FP inh = 4; TPT1 inhibitor = -2; GLD-1 TGE inh = -1; GSTO1 inh = -7
# CCC(C)(C)c1ccc(OCC(=O)Nc2ccncc2)cc1 as listed: MEX-5 binding = -4.0; MCL1-BIM inh = 1; Fam108B inh = -7; PME-1 inh = -111; BCLXL inh = 69*; PAD4 FP inh = -1; TPT1 inhibitor = 3; GLD-1 TGE inh = -10; GSTO1 inh = -6

# The results go on.
SMILES,MEX-5 binding,MCL1-BIM inh,Fam108B inh,PME-1 inh,BCLXL inh,PAD4 FP inh,TPT1 inhibitor,GLD-1 TGE inh,GSTO1 inh
Cc1ccn2cc(CCNS(=O)(=O)c3ccc([N+](=O)[O-])cc3)nc2c1,-0.9,7,-1,-3,7,-5,-1,-5,-1
CN(C)/C=C/C(=O)Oc1ccc(Cl)cc1Cl,-1.0,-1,-1,-9,5,-5,2,0,3
Cc1ccc(S(=O)(=O)NC(=O)Nc2ccc(F)cc2)cc1,-1.1,-11,-5,-4,2,-4,-3,-4,3
CC(=O)OCCn1c(C)[n+](CCOC(C)=O)c2cc(Cl)c(Cl)cc21,1.6,-25,-1,-1,-16,-5,-5,1,6
CCCN(CCC)C(=O)CC(c1ccc(F)cc1)c1ccco1 (stereo not drawn),1.3,-5,-2,-7,3,-2,-5,-5,6
CCOC(=O)NCc1cc(-c2nn(C)c(=O)c3ccccc23)ccc1C,-1.6,-4,0,4,4,3,3,-1,0
Cc1nn(-c2cccc(Cl)c2)c2c1C(c1ccncc1)C(C#N)=C(N)O2 (stereo not drawn),-1.6,17,2,6,24,34*,-8,5,7
CN(C)C(=O)CSc1n[nH]c(=O)n1CCc1ccccc1,-3.1,4,1,-3,3,2,0,3,6
CS(=O)(=O)Nc1cccc(C(=O)OCCCOc2ccc(F)cc2)c1,-2.0,5,-4,-3,3,-6,-1,-1,-6
Cc1ccc(C(=O)Nc2ccccc2-c2ccccc2)cc1[N+](=O)[O-],-2.2,3,2,11,6,-3,1,8,6
CCOC(=O)[C@H]1[C@H]2COc3ccc(OC)cc3[C@@H]2N2C(=O)c3cc(OC)c(OC)cc3NC(=O)[C@@]12C,.,-7,-1,-8,-3,-13,4,-4,14
COc1ccc(OC)c(/C=N/NC(=O)c2cc3c(OC)c(OC)ccc3[nH]2)c1,1.3,7,19*,31*,3,-3,0,4,0
O=c1[nH]cnc2c1c(-c1ccccc1)cn2-c1cccc(Cl)c1,-0.2,-5,-5,-3,1,-2,1,-5,-11
N#CCCN(CCC#N)C(=O)C1c2ccccc2Oc2ccccc21,?,+,67*,84*,+,101*,-112,+,52*
Clc1ccc(Cl)c(Oc2ccc(Oc3nc(Cl)ccc3Cl)cc2)n1,2.5,3,3,-2,1,-1,-4,-5,-1
Cc1ccc(C(=O)CCc2ccc(N)cc2)cc1,1.0,0,0,-7,-2,-2,2,0,9
O=c1c2ccccc2cnn1-c1ccc(Cl)nn1,-2.4,2,3,-2,-3,-3,-1,-13,-4
Cc1ccccc1NC(=O)NCCc1ccc(Cl)cc1,2.6,3,-3,4,6,-5,-2,8,1
CCOC(=O)c1cccc(NC(=O)Cn2nc(C)n3cccc3c2=O)c1,-3.3,5,-4,-11,4,-3,4,3,11
O=C(O)c1ccc(N2C(=O)c3cccc(Oc4ccc(Cl)cc4)c3C2=O)cc1,1.2,1,0,2,1,-1,0,2,1
CSCCC(NS(=O)(=O)c1ccccc1)C(=O)OC(C)C(=O)Nc1ccc(Cl)cn1 (stereo not drawn),.,5,.,0,1,-7,.,8,.
COCCN(Cc1cccs1)S(=O)(=O)c1ccc(-c2ccc(=O)[nH]n2)s1,-3.2,-2,-3,6,2,-6,-3,-3,-1
CC(C)[C@H](NC(=O)N1CC(=O)Nc2ccccc21)C(=O)N[C@H](Cc1ccccc1)C(=O)O,0.0,2,2,-1,2,3,-2,4,0
O=C(CN1C(=O)c2ccccc2S1(=O)=O)NCc1cccnc1,2.6,0,-3,-2,3,-2,4,-2,0
COc1nc(N(C)C)nc(N(OC)S(=O)(=O)c2ccccc2Cl)n1,3.0,-8,0,1,4,-4,-2,2,-2
CC(Cc1cccnc1)NC(=O)c1ccccc1OC1CCN(S(C)(=O)=O)CC1 (stereo not drawn),1.1,1,-3,3,3,-5,3,-2,-1
OC1CCN(Cc2nc(Cc3ccccc3Cl)no2)CC1,-2.7,11,2,5,12,-7,0,5,2
O=C(CCC1CCN(C(=O)c2ccccc2Cl)CC1)NCc1ccc(F)cc1,-2.6,12,-1,-1,8,2,1,4,5

# These rows are one share of the data; the hit share may differ from the screen's.
